# GlmU inhibition: inhibition of mycobacterial GlmU enzyme – biochemical, glucosamine-1-phosphate acetyltransferase (AID 1376) | 220,000 tested, 0.25% active | M. tuberculosis GlmU acetyltransferase enzyme assay; higher % means a stronger effect | inhibition, %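 (tested at 30 µM in the primary screen)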; hits with a dose series show IC50 in µM; in the data active = inhibition above about 13%; inconclusive = no clear call, values can overlap the other calls;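 note: 0% = complete reaction with vehicle and 100% = reaction without substrate; strong numbers were not always called active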
# Mtb RmlCD inh: inhibitors of Mycobacterium tuberculosis RmlC and RmlD coupled enzymes; P9WH09+P9WH11; RmlC+RmlD coupled enzyme assay, percent inhibition; primary screen in compound mixtures; AID 1533; 160,000 tested, 0.03% active; inhibition, % at 3.6 µM; in the data active = inhibition mostly above about 34%, no sharp cut-off; inconclusive = no clear call, values can overlap the other calls; inactive = mostly below about 22%; note: some results filed as inactive read as strong as hits
# Target sequence (P9WH09 whole entry, looked up): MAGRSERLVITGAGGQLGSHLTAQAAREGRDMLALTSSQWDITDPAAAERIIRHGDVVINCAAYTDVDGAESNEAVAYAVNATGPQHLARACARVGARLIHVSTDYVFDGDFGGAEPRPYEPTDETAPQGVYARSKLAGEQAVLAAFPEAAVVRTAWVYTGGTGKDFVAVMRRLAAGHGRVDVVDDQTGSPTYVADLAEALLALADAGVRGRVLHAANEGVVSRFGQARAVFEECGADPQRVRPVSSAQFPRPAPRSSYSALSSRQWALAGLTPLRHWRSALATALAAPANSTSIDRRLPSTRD
# Target sequence (P9WH11 whole entry, looked up): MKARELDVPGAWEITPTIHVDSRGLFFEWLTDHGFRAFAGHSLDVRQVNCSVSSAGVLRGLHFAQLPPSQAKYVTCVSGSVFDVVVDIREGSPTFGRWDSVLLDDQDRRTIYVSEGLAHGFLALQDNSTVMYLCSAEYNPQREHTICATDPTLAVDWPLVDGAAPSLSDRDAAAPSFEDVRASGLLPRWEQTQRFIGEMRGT
# Starred values were filed as active, the others as inactive; ? = inconclusive; nt = no result given.
SMILES,GlmU inhibition,Mtb RmlCD inh
CSc1ccc(CCNC(=O)CSc2ccsc2[N+](=O)[O-])cc1,-4.2%,nt
O=C(/C=C1\NC2(CCCC2)Cc2ccccc21)C(=O)N/N=C/c1ccccc1O,7.3%,25
C=CCOC(=O)/C(=C/c1cccc2ccccc12)NC(=O)c1ccccc1,2.4%,-8
CC(C)c1ccc(NC(=S)Nc2ccc3cn[nH]c3c2)cc1,-4.5%,0
CC(=O)OC1CCC2(C)C(COc3ccc4ccc(=O)oc4c3)C(C)(O)CCC2C1(C)C (stereo not given),-7.4%,14
CCn1nccc1C(=O)Nc1ccc(Cl)cc1Cl,-2.8%,10
O=C(Nc1ccccc1C(F)(F)F)N1CCCC1c1cccnc1 (stereo not given),-9.5%,nt
CC1=Nc2ccc(C)cc2/C1=C/c1c(N)n2c(S(=O)(=O)C(C)C)nsc2nc1=O,9.3%,15
Cc1cc(C(=O)COC(=O)CNC(=O)c2ccco2)c(C)n1Cc1ccco1,3.0%,1
CSc1nc(-c2ccco2)cc(C(F)(F)F)c1C#N,-2.1%,nt
COC(=O)C1=C(C)N(Cc2ccccc2)C(=O)N[C@H]1c1cccs1,0.6%,nt
O=C(O)CC1S/C(=N/N=C/c2ccc(-c3ccccc3[N+](=O)[O-])o2)NC1=O (stereo not given),4.9%,14
O=C1c2ccccc2CCC1C(O)c1ccccn1 (stereo not given),0.0%,12
NC(=O)N/N=C/C=C/c1ccc(F)cc1,-4.1%,-5
COc1ccc(-c2cc(-c3ccc(Br)cc3)nc3ncnn23)cc1OC,3.3%,-8
COc1ccc2nc(N3CCCCC3)c(/C=C3\SC(=S)NC3=O)cc2c1,5.6%,-5
Cn1nc(C(=O)NCc2ccccc2)c2ccccc2c1=O,0.7%,nt
Cc1ccc(CNC(=O)c2ccc(Cl)cc2[N+](=O)[O-])cc1,-2.2%,6
CCOC(=O)c1sc(Nc2ccc(C)cc2C)nc1C,-0.3%,0
O=C(Nc1nnc(COc2ccc(F)cc2)s1)c1ccco1,1.1%,nt

# Shown with two lines to a compound: entries from further up.
# Results follow in this order: GlmU inhibition, Mtb RmlCD inh
> O=C(/C=C1\NC2(CCCC2)Cc2ccccc21)C(=O)N/N=C/c1ccccc1O
 : 7.3%, 25
> C=CCOC(=O)/C(=C/c1cccc2ccccc12)NC(=O)c1ccccc1
 : 2.4%, -8

# Later entries.
SMILES,GlmU inhibition,Mtb RmlCD inh
CC1(C)C(=O)C2(CCCCC2)C(=O)OC1c1ccc(O)cc1 (stereo not given),-0.5%,-4
CC(=O)/C(C#N)=C1\NC(=O)C(Cc2ccc(C)c(Cl)c2)S1 (stereo not given),3.6%,-46
Cc1cccn2cc(CSc3nnc(Nc4ccc(C(C)C)cc4)s3)nc12,-2.5%,-10
Cc1cccc(NC(=O)C2(c3ccccc3)CC2(Cl)Cl)c1 (stereo not given),-4.1%,0
COC(=O)c1sc(=S)n(-c2cc(F)ccc2F)c1N,12%,-3
Nc1ccc2c(c1)OC1(CCCCC1)O2,-3.6%,-7
FC(F)(F)c1ccc(Sc2n[nH]c(C(F)(F)F)n2)nc1,-4.6%,1
COCCn1c(SCC(=O)N2CC(=O)Nc3ccccc32)nc2ccccc21,1.3%,3
Nc1nc(-c2ccc3c(c2)CCO3)cs1,-5.2%,-1
Cc1nc(N)nc(N/N=C/c2ccccc2)n1,-3.6%,3
Cc1nccn1-c1c([N+](=O)[O-])c(=O)n(C)c2ccccc12,4.3%,-5
c1ccc2c(N3CCCCC3)nnc(N3CCCCC3)c2c1,3.6%,nt
CCOc1ccccc1NC(=O)c1cccc(NC(=O)C(C)C)c1,-4.2%,7
COP1(=O)C=C[C@H](N(Cc2ccccc2)S(=O)(=O)c2ccccc2[N+](=O)[O-])[C@@H](C)O1 (stereo not given in full),0.3%,nt
CCOC(=O)c1sc(NC(=O)CSc2nc(C)cc(C(F)(F)F)n2)c(C#N)c1C,9.6%,12
CC(C)CC1(C)NC(=O)N(CCN2C(=O)c3ccccc3C2=O)C1=O (stereo not given),2.6%,-6
O=C(NCC1CCCO1)c1ccc2c3n(nc2c1)-c1ccccc1CO3 (stereo not given),-3.0%,nt
COCCCNC(=O)c1ccc(CS(=O)(=O)c2ccc(Br)cc2)o1,3.5%,nt
O=S(=O)(Nc1ncccn1)c1ccc(NS(=O)(=O)c2cc(Cl)ccc2Cl)cc1,-5.2%,-13
Cc1cc(NC(=O)COC(=O)C2CCN(S(=O)(=O)c3c(Cl)cccc3Cl)CC2)no1,-0.4%,?
CC[C@H](C)/C=C(C)/C=C/C1=CC2=C(Cl)C(=O)[C@@](C)(OC(C)=O)C(=O)C2=CO1,-0.5%,nt
CN(NC(N)=O)c1ncc(C(F)(F)F)cc1Cl,-0.6%,6
Cc1nnc(NC(=O)c2cccc(S(=O)(=O)N3CCc4ccccc43)c2)s1,-4.4%,nt
CCn1c(SCc2ccc(C(=O)Nc3cc(C)cc(C)c3)cc2)nnc1-c1ccncc1,-8.1%,11
CCc1ccccc1NC(=O)CC1SCCNC1=O (stereo not given),5.8%,5
CCCn1nc2cc(C(=O)NCc3ccc(C)cc3)ccc2c1OCC,2.3%,nt
O=C1C(Cl)=C(N2CCN(Cc3ccccc3)CC2)C(=O)N1Cc1ccccc1,1.6%,-10
N#Cc1cc2c(nc1SCc1cccc(Cl)c1)CCCCC2,2.2%,nt
COc1ccc(C(=O)O)cc1S(=O)(=O)NCCCN1CCCC1=O,-1.0%,nt
CCc1nc(CNC(=O)c2cc(OC)c(OC)c(OC)c2)no1,0.2%,nt
CC1CCCCN1S(=O)(=O)c1cn(C)c(=O)n(C)c1=O (stereo not given),-4.0%,nt
O=C(Cc1cccc2ccccc12)N1CCN(c2ncccn2)CC1,-0.1%,6
O=C(CSc1nc2cc(Cl)ccc2o1)NCCc1ccccc1,2.0%,23
CCCCNC(=O)CSc1nc2ccc(NC(=O)CSc3nnc(COc4ccccc4C)n3C)cc2s1,nt,19
C=CCNC(=O)NC(=O)COC(=O)CNS(=O)(=O)c1ccc(F)c(F)c1F,0.7%,-7
O=C(CN1CCN(c2ccc(C(F)(F)F)cn2)CC1)Nc1ccc2c(c1)OCO2,3.2%,-5
C=C(C)C(=O)Nc1cccnc1Oc1ccc(F)cc1,3.1%,-9
COc1ccc(C(=O)OCn2nnc3ccccc3c2=O)cc1[N+](=O)[O-],-3.5%,35
COc1cccc(/C=C2/SC(=O)N(CC(=O)N3CCc4ccccc4C3)C2=O)c1OCC(=O)O,-1.5%,3
CC(C)(C)c1ccc(/C=C/C(=O)c2ccc(NC3=NCCCS3)cc2)cc1,-4.3%,18

# Compound profiles, from the list above.
# CSc1ccc(CCNC(=O)CSc2ccsc2[N+](=O)[O-])cc1 is entered as GlmU inhibition = -4.2%; Mtb RmlCD inh = nt
# C=C(C)C(=O)Nc1cccnc1Oc1ccc(F)cc1 is entered as GlmU inhibition = 3.1%; Mtb RmlCD inh = -9
# Cc1cc(NC(=O)COC(=O)C2CCN(S(=O)(=O)c3c(Cl)cccc3Cl)CC2)no1 is entered as GlmU inhibition = -0.4%; Mtb RmlCD inh = ?

# Returning to the listing, repeating the 5 entries before the break.
SMILES,GlmU inhibition,Mtb RmlCD inh
O=C(CN1CCN(c2ccc(C(F)(F)F)cn2)CC1)Nc1ccc2c(c1)OCO2,3.2%,-5
C=C(C)C(=O)Nc1cccnc1Oc1ccc(F)cc1,3.1%,-9
COc1ccc(C(=O)OCn2nnc3ccccc3c2=O)cc1[N+](=O)[O-],-3.5%,35
COc1cccc(/C=C2/SC(=O)N(CC(=O)N3CCc4ccccc4C3)C2=O)c1OCC(=O)O,-1.5%,3
CC(C)(C)c1ccc(/C=C/C(=O)c2ccc(NC3=NCCCS3)cc2)cc1,-4.3%,18
CCc1ccccc1S(=O)(=O)Cc1ccc(C(=O)N2CCN(c3ccccc3OC)CC2)o1,8.9%,nt
COc1ccc(CC(=O)N2CCCc3ccccc32)cc1,-2.7%,3
Cc1cc(N/N=C/c2cccc([N+](=O)[O-])c2)nc(-n2nc(C)cc2C)n1,1.0%,26
CC1(C)Cc2cccc(OCC(=O)NCCOc3ccccc3)c2O1,-0.2%,-5
COc1ccc(CCN2CC(C(=O)Nc3ccc4c(c3)OCO4)CC2=O)cc1OC (stereo not given),2.0%,-6
O=c1cc(CSc2n[nH]c(-c3ccncc3)n2)nc2sccn12,-1.1%,nt
COc1ccc(-c2cc(C(F)(F)F)nc(SCC(N)=O)n2)cc1,4.0%,13
Cc1nc(-c2ccc(C(=O)Nc3cccc(Br)c3)cc2)cs1,0.8%,-14
Cc1ccc2nc3c(c(C(=O)OC4CCOC4=O)c2c1)CCCC3 (stereo not given),-4.4%,5
CC1CCCC(C)N1C(=O)COc1ccccc1F (stereo not given),0.9%,11
N#Cc1cn(CCCOc2ccccc2)c2ccccc12,-2.1%,nt
CCN1CCN(c2ncc(C(=O)Nc3ccccc3C(=O)OC)c3ccccc23)CC1,-7.7%,5
COc1ccc(/C=N/OCC(=O)N=Nc2c(O)[nH]c3ccc(Br)cc23)cc1OC,0.1%,4
N#CC1(c2ccccc2)CCC(=O)N1c1ccccc1 (stereo not given),4.6%,1
O=P(Cc1cc(Br)cc(Br)c1OCCO)(c1ccccc1)c1ccccc1,1.2%,nt
Cc1nc2cc(-c3ccccc3)nn2c(C)c1CCC(=O)N1CCN(c2ccccn2)CC1,6.3%,6
CC(C)CC1CCCCC1OC(=O)C[N+]1(C)CCCCC1 (stereo not given),1.5%,-8
O=C(CSc1nnnn1-c1ccc(O)cc1)c1cc2ccccc2o1,-1.6%,26
CC(C)NC(=O)NC(=O)COC(=O)CCOc1ccccc1,-1.3%,11
CCCC(c1nnnn1C(C)(C)C)N1CCN(Cc2ccccc2)CC1 (stereo not given),2.1%,-10

# Looked up by structure from above, 2 records:
SMILES,GlmU inhibition,Mtb RmlCD inh
COc1ccc(CCN2CC(C(=O)Nc3ccc4c(c3)OCO4)CC2=O)cc1OC (stereo not given),2.0%,-6
COc1ccc(/C=N/OCC(=O)N=Nc2c(O)[nH]c3ccc(Br)cc23)cc1OC,0.1%,4

# Following part
SMILES,GlmU inhibition,Mtb RmlCD inh
Cc1nnsc1C(=O)Nc1ccc(Cl)cc1Cl,-0.9%,4
O=C(O)c1cccc(S(=O)(=O)NCC2CCCO2)c1 (stereo not given),5.4%,nt
O=C(CNC(=O)c1ccccc1)OCc1nnc(-c2ccc(Cl)cc2)o1,5.4%,7
O=C1CC(c2ccccc2)CC(O)=C1C=NCC1CCCO1 (stereo not given),6.7%,nt
C/C(=N/NC(=O)c1ccc(C)nc1)c1ccc2c(c1)CCCC2,2.5%,-13
COc1ccccc1Oc1nnnn1-c1ccc(C(N)=O)cc1,4.2%,nt
Cc1cc(C)nc(NC(=O)COc2cc(Cl)cc(Cl)c2)n1,0.1%,-12
CCn1nnnc1NCc1ccc(OCc2c(F)cccc2Cl)c(OC)c1,5.1%,-8
CCOc1ncccc1C(=O)OCC(=O)Nc1cccc(C(C)=O)c1,2.2%,nt
O=C(N/N=C/C=C/c1ccccc1[N+](=O)[O-])c1cc(-c2ccccc2)n[nH]1,1.0%,0
O=C(Nc1ccccc1)C1CC=CCC1C(=O)OCC1CCCO1 (stereo not given),9.2%,-7
COc1ccc(CC(C)N2CCN(Cc3ccccc3)CC2)c(OC)c1 (stereo not given),-0.2%,-1
COc1ccc(/C=N\NC(=O)c2cccc(Br)c2)c(OC)c1,2.8%,21
O=C(Cn1ccc2ccccc2c1=O)NCC(=O)N1CCC2(CC1)OCCO2,1.1%,nt
O=C(NC1CCCc2ccccc21)C1CCN(C(=O)c2sccc2-n2cccc2)CC1 (stereo not given),0.2%,9
CCOP(=O)(c1ccccc1)C(O)c1ccc(Br)cc1 (stereo not given),0.7%,nt
CCOC(=O)CCc1c(C)c2ccc(OCC)c(C)c2oc1=O,4.0%,nt
COC(=O)CCSc1cc([N+](=O)[O-])cc2c1c(C1OCCS1)nn2-c1ccccc1 (stereo not given),-2.5%,16
CC(C)/C=C/C(=O)N1CCC(N2CCC(C(=O)N3CCOCC3)CC2)CC1,0.2%,5
O=C(NCc1ccncc1)C1CCCN(S(=O)(=O)Cc2ccccc2)C1 (stereo not given),-0.8%,12
CC(C)N(Cc1nc(-c2ccccc2)no1)C(=O)c1ccc(Br)o1,-1.9%,nt
Cc1ccc(-c2nc3cc(Br)cnc3nc2-c2ccc(C)cc2)cc1,2.4%,8
CCn1c(-c2cccnc2Cl)nc2ccccc21,2.2%,0
Nc1cc2ccccc2oc1=O,2.1%,-3
O=C(NNS(=O)(=O)c1ccc(Cl)cc1)c1cnn(-c2ccccc2)c1-n1cccc1,-1.4%,nt
Cc1ccccc1NC1=NC(=S)N(c2ccccc2)C12CCCCC2,7.7%,21
N=c1n(Cc2ccccc2)c2ccccc2n1CC(O)c1ccco1 (stereo not given),-2.8%,16
Cc1ccc(C2CC(=O)c3cnc(NC(=O)c4ccco4)nc3C2)cc1 (stereo not given),0.0%,nt
Cc1nc(NCc2ccccc2)[nH]c(=O)c1CCC(C)C,-4.7%,7
COC(=O)C1CCN(C(=O)CCC2CCCCC2)CC1,0.4%,nt
COc1ccc(CNC2CCCCC2)cc1,-1.5%,nt
CNc1nnc(-c2ccco2)s1,0.6%,nt
Cc1cc(C)nc(NC(=O)NS(=O)(=O)Nc2ccc(Br)cn2)n1,-1.5%,nt
COc1ccc(C(=O)/C=C2/c3ccccc3CC(C)(C)N2C)cc1OC,1.8%,5
Cc1ccc(C2=NC(C)(C)NC2=O)cc1,-1.8%,5
Cc1cc(NC(=O)CSc2nnnn2-c2ccccc2)no1,7.5%,5
O=C(CSCc1ccc(F)cc1)NCc1cccs1,2.3%,-11
CCn1c(COc2ccc(Cl)c(C)c2)nnc1SCC(=O)N1CCCC1,-1.6%,nt

# The list is partial (hit frequency here may not be typical).
